ARNT TACC3 PPI: ARNT/TACC3 interaction disruption. Q9Y6A5. inhibition, % at 9.99 µM. AID 623870. AlphaScreen His-ARNT PAS-B/GST-TACC3 binding, luminescence; TACC3 fragment carries E629A point mutation. hit rate 0.66% among 390,000;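 active = mean inhibition of replicates at least 50% and at least half of replicates each reaching 50%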;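 note: 0% = complete ARNT plus TACC3 wells and 100% = ARNT alone without TACC3; many hits fall short of the cut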
RAD54 inh: blocks human RAD54 Holliday junction branch migration | hit rate 0.14% among 360,000 | FAM/BHQ fluorescence | Q92698 | inhibition, % at 10.4 µM;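 active = mean normalized replicate activity at least 40 and at least half of replicates scoring 40 or more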;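 note: 0% = median of neutral control wells and 100% = median of positive control wells; inhibitors cause a drop in the FAM fluorescence signal; in these data hits start at about 50%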
Target sequence (Q92698 whole entry, looked up): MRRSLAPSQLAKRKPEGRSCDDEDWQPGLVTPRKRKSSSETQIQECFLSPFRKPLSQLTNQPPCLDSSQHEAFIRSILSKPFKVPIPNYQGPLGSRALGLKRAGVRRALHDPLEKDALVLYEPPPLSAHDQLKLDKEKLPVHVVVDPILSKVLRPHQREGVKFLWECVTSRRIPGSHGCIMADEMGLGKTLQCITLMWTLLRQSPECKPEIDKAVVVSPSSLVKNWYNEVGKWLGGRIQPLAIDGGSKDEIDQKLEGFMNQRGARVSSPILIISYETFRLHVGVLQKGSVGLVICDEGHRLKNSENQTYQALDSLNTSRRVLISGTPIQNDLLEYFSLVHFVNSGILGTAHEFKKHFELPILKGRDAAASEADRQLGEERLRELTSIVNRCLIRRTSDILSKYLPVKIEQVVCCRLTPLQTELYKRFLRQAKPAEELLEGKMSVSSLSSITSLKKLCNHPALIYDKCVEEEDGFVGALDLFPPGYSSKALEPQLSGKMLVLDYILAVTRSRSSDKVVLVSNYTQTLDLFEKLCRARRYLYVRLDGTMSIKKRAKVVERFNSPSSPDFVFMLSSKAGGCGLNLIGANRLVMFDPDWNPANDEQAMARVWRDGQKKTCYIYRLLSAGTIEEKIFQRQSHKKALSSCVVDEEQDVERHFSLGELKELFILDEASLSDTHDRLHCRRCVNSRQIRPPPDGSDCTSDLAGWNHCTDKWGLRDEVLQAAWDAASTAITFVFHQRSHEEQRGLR
RAD52 inh: blocks human RAD52 DNA annealing; P43351; recombinant RAD52 DNA annealing, FRET fluorescence; inhibition, % at 18.7 µM; hit rate 0.46% among 360,000; AID 651710;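 active = every replicate showing at least 50% inhibition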
PglD DTNB: blocks C. jejuni PglD acetyltransferase activity; inhibition, % at 12.5 µM; hit rate 0.098% among 360,000; AID 602405; purified PglD enzyme, DTNB colorimetric CoA detection; in the data active = inhibition above about 16%, passing the limit was not always enough; note: strong numbers were not always called active
E-selectin induc: induces E-selectin expression in human endothelial cells; hit rate 0.37% among 260,000; AID 686992; activation, % at 7.58 µM; HUVEC E-selectin immunofluorescence imaging; normalized: neutral wells 0, TNF-alpha wells 100;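 active = mean E-selectin-positive cell signal at least 10% of the positive control, reached in at least 60% of replicates, without over 20% cell loss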;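 note: in these data hits start at about 27%; measured in HUVEC primary endothelial cells; signal is the percent of cells scored E-selectin positive by PE staining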
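Read-out: % PE-positive cells | Test system: HUVEC | Doses: One compound dose added by pin transfer | Buffer or medium: EGM-2 over gelatin coat | Signal: Immunofluorescence imaging | Benchmarks: TNF-alpha, DMSO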
Casp6 inh: blocks human caspase-6 cleavage activity. purified caspase-6, Z-VEID-R110 cleavage fluorescence. inhibition, % at 12.5 µM. hit rate 0.53% among 350,000. P55212;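 active = mean inhibition across replicates at least about 35%, with every replicate also reaching that limit, limit read from the data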;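 note: 0% = median of neutral control wells and 100% = no fluorescence left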
Target sequence (P55212 24-179 limits assumed): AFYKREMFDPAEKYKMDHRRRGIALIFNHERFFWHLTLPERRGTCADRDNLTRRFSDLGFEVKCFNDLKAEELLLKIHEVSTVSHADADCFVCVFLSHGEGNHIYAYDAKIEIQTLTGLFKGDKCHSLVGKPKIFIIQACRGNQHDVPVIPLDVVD
Target sequence (P55212 194-293 limits assumed): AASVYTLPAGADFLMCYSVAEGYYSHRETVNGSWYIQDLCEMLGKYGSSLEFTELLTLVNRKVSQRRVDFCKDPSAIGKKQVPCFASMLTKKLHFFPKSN
esBAF inh: inhibitors of esBAF chromatin remodeling in mouse ES cells. Bmi1-luciferase knock-in reporter, 24 h; 100% = twice the neutral-well signal. AID 602393. hit rate 2% among 350,000. reporter increase, % at 12.5 µM; in the data active = activation above about 40%;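 note: 0% = median of the plate's neutral control wells and 100% = double that signal; a rise in the Bmi1 reporter signal indicates esBAF inhibition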
ERp5 inh: ERp5 (human) disulfide isomerase inhibition; Q15084; ERp5 insulin aggregation, absorbance 650 nm, 90 min; inhibition, % at 9.99 µM; hit rate 0.05% among 350,000;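 active = mean replicate inhibition above about 25%, with every replicate also reaching it, limit read from the data, passing the limit was not always enough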
Starred values were filed as active, the others as inactive; / = no result given; & = joins results of further samples. Compounds were not picked by outcome, and some 3.2% of all compounds hit somewhere here.

entry | Compound | ARNT TACC3 PPI | RAD54 inh | RAD52 inh | PglD DTNB | E-selectin induc | Casp6 inh | esBAF inh | ERp5 inh
1 | Cc1ccc(Sc2cnn(-c3ccccc3)c(=O)c2Cl)cc1 | -9 | 2 | / | 3 | / | / | -3 | /
2 | CCCCN1C(=O)C(CC(=O)NCCCN(C)C)CC(C(=O)N(CC)CC)=C1C (centres undefined) | / | 4 | -4 | -2 | -0.3 | -1 | 1 | -3
3 | COc1ccc(-c2cc(N3CCCC3)n3ncnc3n2)cc1 | 8 | -4 | / | -1 | / | / | 12 | /
4 | Cc1ccc(NC(=S)NNC(=O)c2ccccc2O)c(C)c1 | 42 | / | -11 | / | / | 1 | / | 2
5 | Cc1c(C(=O)Nc2ccc3c(c2)OCCO3)cnn1C | 9 | -10 | -4 | -4 | / | 2 | -40 | 5
6 | COc1ccc(-n2c(C)cc(C3=NNC(=NC4CC4)SC3)c2C)cc1 | -1 | / | 39 | / | 7.0 | 1 | / | 7
7 | COc1ccc(Cl)cc1NC(=O)CN(C)Cc1cccs1 | -8 | -3 | -7 | -3 | / | 1 | -7 | 3
8 | O=c1c2ccccc2c(-c2ccccc2)nn1-c1cc(Cl)ccc1[N+](=O)[O-] | 7 | 8 | / | 5 | / | / | -6 | /
9 | O=c1[nH]cccc1-c1nc2ccccc2n1Cc1cccc(Cl)c1 | -6 | -9 | -15 | 2 | 0.0 | -2 | 4 | 1
10 | CN1CCCN(CC(O)COCc2cccs2)CC1 (centres undefined) | 3 | -1 | / | -3 | / | / | -10 | /
11 | O=S(=O)(N[C@@H]1CC[C@H](CCn2cc(-c3cccc(F)c3)nn2)O[C@@H]1CO)c1ccc(F)cc1 | 1 | 0 | 10 | -3 | 0.0 | -3 | -1 | -2
12 | CCN1CCN(C(=O)CCc2ccc(S(=O)(=O)NCCc3ccccc3)cc2)CC1 | -2 | 5 | / | -5 | / | / | 6 | /
13 | O=C(CSc1nnc2c(n1)[nH]c1ccccc12)NC1CCCCC1 | -4 | -8 | -9 | -1 | 1.7 | -2 | 8 | 1
14 | CCOC(=O)c1cc2c(C)n(-c3ccc(N(C)C)cc3)c(C)c2cc(C(=O)OCC)c1=O | 3 | -2 | / | 1 | / | / | 1 | /
15 | COCC(=O)N(C)C[C@H]1Oc2cc(-c3cccnc3)ccc2S(=O)(=O)N([C@@H](C)CO)C[C@H]1C | -6 | -5 | -10 | 0 | 0.1 | 1 | 2 | -4
16 | Cc1cccc(Nc2ccccc2C(=O)OCC(=O)NCc2ccco2)c1C | -5 | 10 | -19 | -1 | / | 10 | -11 | 6
17 | Cc1cc(C(=O)Nc2ccc3c(c2)C(=O)N(C)[C@@H]2CC[C@H](CC(=O)NCC(F)(F)F)O[C@@H]2CO3)no1 | -4 | 2 | -2 | 2 | 0.4 | -1 | -3 | -2
18 | CC(C)N(Cc1cn(C)nc1-c1cccc(Cl)c1)CC1CCC(=O)N1 (centres undefined) | -3 | -1 | -20 | 5 | 2.0 | -2 | -10 | 3
19 | C[C@H]1CN([C@@H](C)CO)S(=O)(=O)c2ccc(C#CC(C)(C)O)cc2O[C@H]1CN(C)Cc1ccccc1 | 31&-3 | -19&-6&3 | -12&4&5 | -1&1&-2 | 0.0&0.0 | 0&0&-1 | -1&-14&-4 | -1&-5&15
20 | O=C(Nc1ccc(S(=O)(=O)Nc2nccs2)cc1)c1ccncc1 | / | / | -5 | / | 0.6 | -5 | / | 3
21 | Cn1nnnc1SCC(=O)c1cccs1 | 0 | -4 | / | 1 | / | / | 6 | /
22 | Cc1ccc(S(=O)(=O)NCC(=O)OCc2ccccc2)cc1 | -6 | -13 | -3 | 2 | 0.0 | -2 | -9 | 2
23 | Cc1ccc(NC(=O)C23CCC(C)(C(=O)[C@H]2Br)C3(C)C)cc1 (some centres undefined) | -8 | / | -3 | / | 3.1 | 3 | / | -4
24 | CCN1CCN(C(=O)c2ccc(Cl)c(S(=O)(=O)N3CCOCC3)c2)CC1 | -3 | 15 | -16 | 4 | / | 1 | 0 | 2
25 | O=C(COC(=O)c1ccc(Cl)c(S(=O)(=O)N2CCCC2)c1)NC1CCCCC1 | 1 | 15 | -15 | -1 | / | 4 | -6 | 2
26 | Cc1ccc(O)c(NC(=S)NC(=O)/C=C/c2ccccc2)c1 | -4 | 6 | 0 | -11 | 0.3 | -1 | -5 | 0
27 | COc1ccc(NC(=O)Nc2cccc3c2O[C@@H](CN(C)S(=O)(=O)c2ccc(OC)cc2)[C@@H](C)CN([C@H](C)CO)C3=O)cc1 | -6 | 3 | 3 | 3 | -0.4 | -1 | 2 | -9
28 | CCOC(=O)c1c(NC(=O)COC(=O)c2cccc([N+](=O)[O-])c2)sc(C(=O)N(C)C)c1C | / | 10 | -7 | -3 | 0.2 | 4 | 4 | 5
29 | O=C(O)Cc1ccc(NC(=O)c2ccc3c(c2)C(=O)N(CC2CCCO2)C3=O)cc1 (centres undefined) | 0 | -1 | -1 | 4 | 0.4 | -1 | -11 | -10
30 | COCCN(C(=O)COC(=O)/C=C/c1ccco1)c1c(N)n(Cc2ccccc2)c(=O)[nH]c1=O | -11 | 8 | -21 | -6 | -1.1 | 43* | / | -13

Sorted by SMILES length (low to high): 4 of the compounds above
entry | Compound | ARNT TACC3 PPI | RAD54 inh | RAD52 inh | PglD DTNB | E-selectin induc | Casp6 inh | esBAF inh | ERp5 inh
22 | Cc1ccc(S(=O)(=O)NCC(=O)OCc2ccccc2)cc1 | -6 | -13 | -3 | 2 | 0.0 | -2 | -9 | 2
12 | CCN1CCN(C(=O)CCc2ccc(S(=O)(=O)NCCc3ccccc3)cc2)CC1 | -2 | 5 | / | -5 | / | / | 6 | /
8 | O=c1c2ccccc2c(-c2ccccc2)nn1-c1cc(Cl)ccc1[N+](=O)[O-] | 7 | 8 | / | 5 | / | / | -6 | /
17 | Cc1cc(C(=O)Nc2ccc3c(c2)C(=O)N(C)[C@@H]2CC[C@H](CC(=O)NCC(F)(F)F)O[C@@H]2CO3)no1 | -4 | 2 | -2 | 2 | 0.4 | -1 | -3 | -2

Quoted at random: two entries already listed.
entry | Compound | ARNT TACC3 PPI | RAD54 inh | RAD52 inh | PglD DTNB | E-selectin induc | Casp6 inh | esBAF inh | ERp5 inh
13 | O=C(CSc1nnc2c(n1)[nH]c1ccccc12)NC1CCCCC1 | -4 | -8 | -9 | -1 | 1.7 | -2 | 8 | 1
14 | CCOC(=O)c1cc2c(C)n(-c3ccc(N(C)C)cc3)c(C)c2cc(C(=O)OCC)c1=O | 3 | -2 | / | 1 | / | / | 1 | /

Next part:
entry | Compound | ARNT TACC3 PPI | RAD54 inh | RAD52 inh | PglD DTNB | E-selectin induc | Casp6 inh | esBAF inh | ERp5 inh
31 | COc1ccc(CN2C(=O)c3ccccc3C2c2nnnn2Cc2ccccc2)cc1OC (centres undefined) | / | / | -9 | / | 4.0 | 1 | / | -4
32 | CN(C)/N=C/c1ccc(N2CCOCC2)cc1 | -3 | 3 | -8 | -2 | 2.4 | -1 | 23 | 3
33 | Cc1ccc(-c2ccc(CCC(=O)O)n2NC(=O)c2cccs2)cc1 | -4 | -7 | / | 1 | / | / | -15 | /
34 | CNC[C@@H]1OCCCC[C@H](C)Oc2ccc(NC(=O)Nc3ccc(F)cc3)cc2C(=O)N([C@@H](C)CO)C[C@H]1C | 23 | -11 | -123 | 1 | -0.2 | -7 | -3 | 1
35 | CSCCCN1CC[C@@H](N2CCN(c3ccccc3F)CC2)[C@H](O)C1 | -1 | -12 | -10 | 0 | / | -5 | -2 | 3
36 | Cc1ccc(-c2ccc([C@H]3[C@@H](CO)N4CCCCN(C(=O)c5ccc(F)cc5)C[C@H]34)cc2)cc1 | 5 | 14 | -7 | 5 | -0.3 | -2 | -6 | -6
37 | C[C@H]1CCCCO[C@H](CN(C)Cc2ccncc2)[C@@H](C)CN([C@@H](C)CO)C(=O)c2cc(N(C)C)ccc2O1 | 1 | -1 | 1 | -1 | 0.0 | -3 | -2 | 1
38 | Cc1ccc(S(=O)(=O)NC(=O)c2cc(C)n(C3CC3)c2C)cc1 | -4 | -14 | -11 | -1 | -1.8 | -3 | -1 | 0
39 | Cc1ccc([C@H]2C[C@@H](n3cc(C4CC4)nn3)[C@H](O)CN2C(=O)c2cccs2)cc1 | / | -9 | -7 | 2 | -0.1 | 2 | -2 | 0
40 | COc1ccc(OC)c(/C=C/C(=O)OCC(=O)c2c(N)n(C)c(=O)n(C)c2=O)c1 | -4 | 0 | -30 | 0 | 2.5 | -2 | -4 | -1
41 | O=C1OC(OC2CCCCC2)(c2ccccc2)c2ccccc21 (centres undefined) | -8 | 2 | -1 | -5 | / | 2 | -3 | -2
42 | CC(=O)C1=C(C)N(Cc2ccc(F)cc2)C(=S)NC1c1cccc(Br)c1 (centres undefined) | / | / | -2 | / | 2.0 | -2 | / | -2
43 | CCCCCC(=O)N1CC2(CC(c3cccc(NC(=O)CC)c3)=NO2)C[C@H]1C(N)=O (some centres undefined) | 2 | -6 | -18 | 4 | 0.0 | -6 | -6 | -5
44 | CC(OC(=O)C1=COCCO1)C(=O)Nc1cccc(S(=O)(=O)N2CCOCC2)c1 (centres undefined) | / | 1 | 0 | -3 | 4.2 | 1 | 7 | 2
45 | COCCNC(=O)C(=O)NCC1OCCN1S(=O)(=O)c1ccc(F)cc1 (centres undefined) | -7 | 0 | -2 | 0 | 1.5 | -2 | -2 | 1
46 | CO[C@@H]1CN(C)C(=O)c2ccc(NC(C)=O)cc2OC[C@@H](C)N(C(=O)c2cccnc2)C[C@@H]1C | -2 | -7 | -20 | 1 | -0.1 | 2 | -1 | -3
47 | C[C@H](O)C#Cc1cnc2c(c1)C(=O)N([C@H](C)CO)C[C@H](C)[C@H](CN(C)C(=O)c1ccccc1)O2 | -1 | 4 | -6 | -1 | 0.4 | 0 | -5 | -4
48 | CCOc1ccc(C(=O)NCc2ccc3c(c2)OCO3)cc1 | 10 | 1 | -5 | 3 | -0.1 | 1 | 2 | 5
49 | CC(=O)N/C(=C\c1ccccc1)C(=O)OCC(=O)N(CC(C)C)c1c(N)n(Cc2ccccc2)c(=O)[nH]c1=O | -5 | / | -13 | / | -1.6 | 0 | -4 | -6
50 | O=S(=O)(c1ccccc1)N1CC[C@@H]2[C@@H](CO)Nc3ccc(C#Cc4ccccc4F)cc3[C@@H]21 | -9 | 0 | -15 | -3 | 0.4 | 1 | -4 | -1
51 | O=C(C1CCOCC1)N1CC(=O)N2[C@H](C1)[C@H](c1ccc(C#CCc3ccccc3)cc1)[C@@H]2CO | / | / | -6 | / | -0.1 | 4 | / | 4

Sorted by value in PglD DTNB (lowest first): five from the list above.
cpd | SMILES | ARNT TACC3 PPI | RAD52 inh | PglD DTNB | Casp6 inh | esBAF inh | ERp5 inh
32 | CN(C)/N=C/c1ccc(N2CCOCC2)cc1 | -3 | -8 | -2 | -1 | 23 | 3
38 | Cc1ccc(S(=O)(=O)NC(=O)c2cc(C)n(C3CC3)c2C)cc1 | -4 | -11 | -1 | -3 | -1 | 0
40 | COc1ccc(OC)c(/C=C/C(=O)OCC(=O)c2c(N)n(C)c(=O)n(C)c2=O)c1 | -4 | -30 | 0 | -2 | -4 | -1
46 | CO[C@@H]1CN(C)C(=O)c2ccc(NC(C)=O)cc2OC[C@@H](C)N(C(=O)c2cccnc2)C[C@@H]1C | -2 | -20 | 1 | 2 | -1 | -3
36 | Cc1ccc(-c2ccc([C@H]3[C@@H](CO)N4CCCCN(C(=O)c5ccc(F)cc5)C[C@H]34)cc2)cc1 | 5 | -7 | 5 | -2 | -6 | -6
